SENP6 inh: blocks the human protease SENP6. Q9GZR1. Recombinant SENP6 catalytic domain, aminoluciferin luminescence. inhibition, % at 10 µM. actives 1.8% (n = 330,000). AID 2599;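 active means inhibition above about 50% at the single tested dose, limit read from the data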;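 further: plate controls were DMSO wells with enzyme for no effect and DMSO wells lacking enzyme for full effect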
Target sequence (Q9GZR1 628-1112 limits assumed): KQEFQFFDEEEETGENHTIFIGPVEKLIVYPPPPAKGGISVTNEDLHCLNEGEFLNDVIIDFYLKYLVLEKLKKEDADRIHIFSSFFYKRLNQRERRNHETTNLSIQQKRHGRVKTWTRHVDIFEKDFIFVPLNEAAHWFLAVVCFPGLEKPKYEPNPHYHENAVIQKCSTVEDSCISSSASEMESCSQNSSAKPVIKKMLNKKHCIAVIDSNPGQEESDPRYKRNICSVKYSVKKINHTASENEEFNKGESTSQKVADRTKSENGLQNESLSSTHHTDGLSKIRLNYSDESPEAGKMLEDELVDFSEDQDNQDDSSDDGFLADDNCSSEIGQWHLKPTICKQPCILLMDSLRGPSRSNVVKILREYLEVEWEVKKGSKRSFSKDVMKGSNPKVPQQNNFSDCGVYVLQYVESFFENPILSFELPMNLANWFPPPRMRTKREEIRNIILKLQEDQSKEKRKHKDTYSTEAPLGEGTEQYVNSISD
ATG4B inh: ATG4B (human) cysteine protease inhibition; Q9Y4P1; actives 0.51% (n = 340,000); inhibition, % at 8.33 µM; ATG4B cleavage of LC3-PLA2, NBD-HPC fluorescence, 1 h; in the data active means inhibition above about 40%
SENP1 FRET inh: SENP1 (human) catalytic domain inhibition | recombinant SENP1 catalytic domain, CyPet-SUMO1-YPet FRET cleavage | actives 0.21% (n = 360,000) | Q9P0U3 | AID 624204 | inhibition, % at 10 µM;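 active means inhibition at least 30% at 10 µM, raw YFP signal under a set limit, fluorescence ratio 0.5 to 1.5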;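 further: 0% = enzyme with DMSO and 100% = no enzyme wells; some results filed as inactive read as strong as hits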
Target sequence (Q9P0U3 419-644 limits assumed): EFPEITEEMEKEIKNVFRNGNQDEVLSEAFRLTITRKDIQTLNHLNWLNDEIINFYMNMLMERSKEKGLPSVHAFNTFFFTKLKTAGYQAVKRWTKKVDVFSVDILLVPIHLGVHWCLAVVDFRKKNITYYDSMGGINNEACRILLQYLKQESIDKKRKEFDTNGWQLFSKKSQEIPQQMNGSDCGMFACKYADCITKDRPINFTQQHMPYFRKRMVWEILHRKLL
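Test system: human SENP1 catalytic domain; medium: Tris pH 8 buffer plus EDTA, NaCl, BME, BSA, NP40, catalase; incubation: 50 min reaction at room temperature; technique: FRET, CFP and YFP emission; controls: no-enzyme low control and enzyme-plus-DMSO high control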
PfG6PD inh: PfG6PD (Plasmodium falciparum) enzyme inhibition; inhibition, % at 20 µM; PfGluPho enzyme, NADPH resazurin-diaphorase fluorescence; actives 0.78% (n = 350,000);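 active means inhibition reaching at least a set limit at 20 µM in the primary screen, cut at about 59% in these data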;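 further: 0% = DMSO wells with substrate and 100% = DMSO wells lacking glucose-6-phosphate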
NR3A LBD binder: modulates the human NR3A ligand-binding domain | NR3A LBD differential scanning fluorimetry, Tm shift; 0% = protein alone, 100% = glycine-bound protein | Tm shift relative to glycine control, % at 25 µM | actives 2.5% (n = 340,000);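 active means melting temperature shift of at least 10% of the positive control shift, at one fixed dose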
MPTP inh: blocks calcium-induced mitochondrial swelling; actives 1.4% (n = 360,000); inhibition, % at 10 µM; isolated mouse mitochondria, Ca2+ swelling absorbance, 30 min; AID 602449;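 active means inhibition of 50% or more, scaled per plate between neutral and stimulator controls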;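 further: 0% = DMSO wells given calcium and 100% = 1 mM EGTA wells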
hIAP activ: increases human intestinal alkaline phosphatase activity. AID 2524. actives 0.16% (n = 330,000). P09923. purified human IAP, CDP-Star luminescence, 30 min; active compounds read high; 1 = vehicle-only enzyme, 0 = enzyme-free background. activation factor at 10 µM;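 active means activation factor of the enzyme at least 2-fold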; further: the source names both 10 and 20 µM as test concentration; values of inactives mirror those of a sister screen read the other way
SENP8 block: inhibitors of human SENP8 protease | recombinant SENP8, Nedd8 substrate fluorescence | inhibition, % at 20 µM | AID 602440 | actives 0.64% (n = 360,000) | Q96LD8; in the data active means inhibition mostly above about 40%, no sharp cut-off; inactive means mostly below about 27%
Target sequence (Q96LD8 whole entry, looked up): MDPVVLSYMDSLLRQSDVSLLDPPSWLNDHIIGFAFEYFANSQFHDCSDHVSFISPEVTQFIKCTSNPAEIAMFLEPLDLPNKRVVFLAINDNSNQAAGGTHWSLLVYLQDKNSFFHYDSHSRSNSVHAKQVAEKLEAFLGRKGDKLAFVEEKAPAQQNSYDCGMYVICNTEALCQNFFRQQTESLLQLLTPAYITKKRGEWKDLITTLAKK
An asterisk follows results filed as active; i = inactive; x = not tested or not shown.

SMILES	SENP6 inh	ATG4B inh	SENP1 FRET inh	PfG6PD inh	NR3A LBD binder	MPTP inh	hIAP activ	SENP8 block
O=C(CN1CCN(Cc2ccccc2F)C1=O)NCC1CCCO1 (configuration not stated)	-11.7	-6.8	1.5	-0.6	-0.8	1.6	1.09	17.7
CC1(c2ccc(OC(F)F)cc2)NC(=O)N(CC(=O)Nc2ccc3c(c2)OCO3)C1=O (configuration not stated)	-5.4	5.1	0.0	-4.2	0.0	-1.3	1.05	12.9
CCOc1ccccc1NC(=O)Nc1ccncc1	33.2	-7.7	0.3	4.9	-0.7	-1.6	1.05	-1.7
Oc1c(I)cc(Cl)c2cccnc12	1.6	11.5	2.5	10.8	-8.0	2.6	1.37	14.7
C=CCN([C@H](C(=O)OC)C(C)C)S(=O)(=O)CCNCc1ccccc1	x	1.8	-0.5	-8.1	-2.5	-0.8	x	11.2
Cc1cccc(-n2ncc3c(NCCCn4ccnc4)ncnc32)c1	-1.8	0.1	-8.8	12.8	-0.9	1.0	1.25	8.6
COc1ccc(OCC(=O)NNC(=O)c2cccc(O)c2)cc1	-4.5	2.7	3.5	-1.4	-3.3	1.2	0.896	10.2
Cc1cccc(C)c1OCc1nnc(NC(=O)CSc2ccc(Cl)cc2)s1	-11.8	11.0	0.9	-6.7	-0.3	-0.2	1.08	7.4
COc1cc(OC)cc(-c2sc3ccc(OC)cc3c2C#CCO)c1	8.4	-9.4	-12.0	42.1	2.1	2.5	0.957	i
CCOC(=O)C1=C(CCc2ccccc2)NC(=O)NC1c1ccc(C#N)cc1 (configuration not stated)	-2.7	-18.1	-2.9	2.3	-3.2	-1.5	0.959	-30.9
O=C(N/N=C/c1ccco1)C1CC(=O)N(c2ccccc2)C1 (configuration not stated)	-6.4	-5.1	2.9	0.3	-1.9	1.6	1.08	1.1
CCOCCCNC(=O)C(c1ccc(OC)cc1)N(Cc1cccs1)C(=O)c1ccccc1O (configuration not stated)	-2.9	4.2	1.9	-3.5	1.2	-0.9	1.08	4.6
COc1cc(OC)c(NS(=O)(=O)c2cn(C)cn2)cc1Cl	-1.0	-2.6	2.5	7.5	2.2	-2.8	0.932	4.5
CCN1CCN(CCNC(=O)c2ccc(/C=C3\Sc4ccccc4N(Cc4ccccc4F)C3=O)cc2)CC1	-8.9	4.5	-25.1	-14.6	-5.1	-4.5	0.96	-65.2
CCn1c(SCC(=O)NCCc2ccc(OC)c(OC)c2)nc2c1c(=O)n(C)c(=O)n2C	10.8	-4.2	1.0	-6.6	0.3	0.0	1.02	7.4
O=C(NCc1ccccc1)C1=C[C@H](C2CC2)C[C@H](OCCCCO)O1	-5.8	-8.1	0.9	-4.2	-1.8	-0.7	0.911	10.3
Cc1cc(=O)c2cc(C(=O)c3ccccc3)ccc2[nH]1	-2.1	4.3	-4.7	-9.3	1.1	0.2	0.935	-3.8
Cc1ccc(Cl)cc1N1CCN(C(=O)CN(c2ccccc2)S(=O)(=O)N(C)C)CC1	-4.5	-13.5	0.0	5.3	-0.7	-1.3	0.896	27.2
O=C(CN1CCOCC1)OCCCC1CCCCC1	-13.6	-6.2	-2.2	-5.6	0.9	-5.8	0.812	6.0
COc1ccc(C(=O)NCc2nnc(SCC(=O)c3ccccc3)o2)cc1	2.8	-4.5	2.1	2.3	-2.6	-2.0	1.02	7.3
O=C(NC(Cc1ccccc1)C(=O)NC(Cc1ccccc1)C(=O)O)c1ccccc1 (configuration not stated)	-9.3	3.2	1.1	-8.5	-2.8	-1.4	1.08	4.5
COc1ccc(Cn2c(=S)[nH]c3ccccc32)cc1	-12.9	-8.7	2.0	23.5	0.2	1.1	1.36	12.1
Cc1cccn(Cc2c(F)cccc2Cl)c1=O	-15.9	1.2	2.5	4.4	-0.6	1.7	1.15	16.5
CCc1ccc(NC(=O)Cn2nc(C)n3cccc3c2=O)cc1	5.0	2.9	-0.7	-14.0	1.7	-0.7	0.991	7.8

The last 4 entries of the part before lead into the next:
SMILES	SENP6 inh	ATG4B inh	SENP1 FRET inh	PfG6PD inh	NR3A LBD binder	MPTP inh	hIAP activ	SENP8 block
O=C(NC(Cc1ccccc1)C(=O)NC(Cc1ccccc1)C(=O)O)c1ccccc1 (configuration not stated)	-9.3	3.2	1.1	-8.5	-2.8	-1.4	1.08	4.5
COc1ccc(Cn2c(=S)[nH]c3ccccc32)cc1	-12.9	-8.7	2.0	23.5	0.2	1.1	1.36	12.1
Cc1cccn(Cc2c(F)cccc2Cl)c1=O	-15.9	1.2	2.5	4.4	-0.6	1.7	1.15	16.5
CCc1ccc(NC(=O)Cn2nc(C)n3cccc3c2=O)cc1	5.0	2.9	-0.7	-14.0	1.7	-0.7	0.991	7.8
CC(C)NC(=O)NNC(=O)c1cc(COc2cc(Cl)cc(Cl)c2)on1	-18.0	-2.6	1.9	-12.2	-0.1	0.3	1.15	-8.0
O=C(O)CCCCCN1C(=O)/C(=C/c2cn(-c3ccccc3)nc2-c2cccs2)SC1=S	x	0.4	9.8	-18.8	20.4*	9.1	x	19.5
CC(C)CC1(C(=O)O)NC(c2ccccc2O)C2C(=O)N(C(C)C)C(=O)C21 (configuration not stated)	0.8	-7.7	-3.7	-8.5	-0.2	-3.3	0.881	3.4
CC(=O)N(CCO)Cc1cc2cc(C)cc(C)c2[nH]c1=O	-23.3	-1.2	1.1	-12.0	1.0	-3.2	1.08	-162.5
CC(CCc1ccccc1)NC(=O)COC(=O)c1cccc2ccccc12 (configuration not stated)	-4.5	-19.4	1.5	7.3	-6.3	2.4	1.05	-48.1
COC(=O)Cn1cc(/C=C/[N+](=O)[O-])c2ccccc21	6.7	-0.4	-9.6	16.9	3.3	13.9	0.882	-20.2
COc1ccc(C(=O)CC(=O)C(=O)Nc2cc([N+](=O)[O-])ccc2OC)cc1	5.4	1.3	-1.2	-27.0	2.7	5.0	0.936	-37.4
CCN(CC)C(=O)CSc1nc(O)c(Cc2ccc(OC)cc2)c(=O)[nH]1	3.3	-9.2	0.0	-14.5	-0.7	-0.2	1.16	17.7
COc1ccc(NC(=S)N2CCN(S(=O)(=O)c3ccccc3)CC2)cc1	-19.6	-7.6	4.7	1.3	2.5	-3.0	1.35	4.4
CN(CC(=O)Nc1ccccc1Br)C(=O)c1cccc(S(=O)(=O)N2CCc3ccccc32)c1	x	-11.7	-1.2	6.7	0.1	0.8	x	12.7
Cc1cccc(-n2ccnc2CN2CCC(CO)(Cc3ccccc3)CC2)c1	-8.7	4.5	2.8	-4.5	0.0	0.6	1.27	16.1
O=C(c1ccc(COc2ccccc2Br)o1)N1CCN(c2ccccn2)CC1	-0.3	4.8	1.3	-7.2	1.1	7.0	1.02	20.0
COc1ccc2nc3n(c(=O)c2c1)-c1ncccc1C(=O)NC3Cc1ccccc1 (configuration not stated)	x	x	-0.4	20.9	x	0.8	x	-12.5
CN(C)c1ccc(/C=N/NC(=O)c2ccccn2)cc1	80.1*	-2.4	12.5	-9.3	-0.6	-0.3	0.922	-121.0
CCOC(=O)CNC(=S)N1CCn2c(nc3ccccc32)C1	-3.6	2.3	-5.9	-6.6	3.2	-0.6	0.957	9.3
O=C1C(=O)c2c(C(=O)c3ccccc3)coc2-c2ccccc21	37.5	64.5*	4.3	116.7*	1.9	6.9	0.921	60.6*
COc1cc(C(=O)O[C@H]2C/C(C)=C/CC[C@@]3(C)O[C@@H]3[C@H](O)[C@@H]2C(C)C)cc(OC)c1OC	-6.6	-17.3	1.4	44.4	-1.0	-1.1	1.12	12.6
CCOC(=O)C1CCN(C(C)=C2C(=O)c3ccccc3C2=O)CC1	17.4	-13.4	-3.5	-1.0	1.3	-1.7	1.04	26.4
COc1ccc(CCCc2nnc(SCC(=O)Nc3nc(C)cs3)n2C)cc1C	-3.7	-12.1	3.0	0.1	0.6	1.9	0.961	5.7
COc1ccc(S(=O)(=O)Nc2ccc(S(=O)(=O)Nc3ccc(F)cc3)cc2)cc1C	-13.1	-15.7	1.5	-22.4	16.4*	3.5	1.09	15.3
C=CCN(C(=O)CN1CCOCC1)c1nc(C)c(-c2ccccc2)s1	-14.3	-4.2	1.0	-10.5	2.9	-1.6	0.894	17.7
O=C1N[C@@H](Cc2ccccc2)COC(=O)[C@H](Cc2ccc(F)cc2)C/C=C\C[C@H]1CC(=O)N(CCO)Cc1ccccc1	0.4	-13.6	1.6	17.8	-10.8	-0.2	1.04	-2.4
COCc1nnc(NC(=O)CCCOc2ccccc2OC)s1	9.4	-14.5	-0.1	19.3	1.0	0.0	1.01	25.4
CCOC(=O)C1=NN(c2ccccc2C)C2=NC(C)=C(C(=O)OC)C(c3cccc(OC)c3)N12 (configuration not stated)	2.1	-12.0	-3.7	18.1	0.9	0.1	1.02	14.6

NR3A LBD binder: entries above that show a hit
SMILES,SENP6 inh,ATG4B inh,SENP1 FRET inh,PfG6PD inh,NR3A LBD binder,MPTP inh,hIAP activ
O=C(O)CCCCCN1C(=O)/C(=C/c2cn(-c3ccccc3)nc2-c2cccs2)SC1=S,x,0.4,9.8,-18.8,20.4*,9.1,x
COc1ccc(S(=O)(=O)Nc2ccc(S(=O)(=O)Nc3ccc(F)cc3)cc2)cc1C,-13.1,-15.7,1.5,-22.4,16.4*,3.5,1.09

Later entries
SMILES	SENP6 inh	ATG4B inh	SENP1 FRET inh	PfG6PD inh	NR3A LBD binder	MPTP inh	hIAP activ	SENP8 block
O=S1(=O)c2ccc(Br)cc2N2CCC[C@@H]2CN1C1CC1	x	x	-2.0	-4.1	0.2	0.6	x	11.3
COc1ccc(Nc2nc3c([nH]2)c(=O)[nH]c(=O)n3C)cc1	10.8	-6.2	0.0	2.1	-38.0	0.3	1.04	-37.2
NS(=O)(=O)c1ccc(CCNC(=O)CNC(=O)C2CCCCC2)cc1	-14.7	4.5	1.2	0.1	-1.7	1.1	0.792	30.5
CCC(C)[C@H]1CNC(=S)N1CCc1cccc2ccccc12 (some centres not stated)	-3.6	-9.4	1.2	-0.1	-11.5	1.3	1.02	12.3
O=C1CN(S(=O)(=O)c2ccc(Br)cc2)c2ccccc2N1	-8.4	-4.2	0.1	11.7	0.6	-0.3	0.938	9.5
CCOC(=O)C(=O)NCC1CCCN1S(=O)(=O)c1cccs1 (configuration not stated)	x	x	-5.8	1.2	x	-0.6	x	3.7
COc1ccc(C(CNC(=O)c2cc(S(=O)(=O)NCc3ccccc3)ccc2C)N2CCOCC2)cc1 (configuration not stated)	-6.8	-2.6	-1.8	-19.1	6.5	-0.9	1.26	3.4
CC(C)c1ccc(NC2CCCN(C(=O)c3ccco3)C2)cc1 (configuration not stated)	7.2	53.7*	0.7	11.6	0.7	0.8	0.766	20.0
COc1cccc(C(=O)Oc2cc3c4c(c2)C(C)=CC(C)(C)N4C(=O)C3=O)c1	1.4	7.8	-0.8	12.4	4.8	-4.2	0.865	9.5
Cc1ccc(C)c(CN2C(=O)C(C)Oc3ccc(C)cc32)c1 (configuration not stated)	-3.9	12.4	1.5	-6.7	-1.0	-1.5	0.941	8.5
COCCn1c(Cc2ccccc2)nnc1SCC(=O)N1CCOCC1	-9.9	-2.8	1.1	5.8	-10.6	1.4	1.1	3.2
Cc1cccc(/C=N/n2c(-c3ccco3)n[nH]c2=S)c1	-8.5	4.6	0.9	15.4	2.0	3.0	0.905	30.5
COCCn1c(N)c(N(Cc2ccccc2)C(=O)c2ccc3ccccc3c2)c(=O)[nH]c1=O	-16.0	-1.1	-4.3	-1.9	-0.3	1.4	1.02	7.3
COc1ccc(-c2cc3nc(C)c(CCC(=O)NCc4ccc(F)cc4)c(C)n3n2)c(OC)c1	-11.3	-30.5	0.6	11.6	-3.8	1.7	0.936	-374.6

Compounds were not picked by outcome. About 6.7% of those tested had a hit in this group.
